TcdB inh: blocks C. difficile toxin B glycohydrolase activity; actives 0.24% (n = 350,000); TcdB glycohydrolase enzymatic assay, plate reader; P18177; inhibition, % at 9.99 µM; in the data active means inhibition above about 10%
Rv3671c protease: Rv3671c (M. tuberculosis) protease inhibition | inhibition, % at 5.96 µM | P9WHR9 | actives 0.048% (n = 320,000); in the data active means inhibition above about 38%;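 further: extracellular domain of Rv3671c used as enzyme; 0% = enzyme with DMSO and 100% = no enzyme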
Target sequence (P9WHR9 whole entry, looked up, the tested form may be a part): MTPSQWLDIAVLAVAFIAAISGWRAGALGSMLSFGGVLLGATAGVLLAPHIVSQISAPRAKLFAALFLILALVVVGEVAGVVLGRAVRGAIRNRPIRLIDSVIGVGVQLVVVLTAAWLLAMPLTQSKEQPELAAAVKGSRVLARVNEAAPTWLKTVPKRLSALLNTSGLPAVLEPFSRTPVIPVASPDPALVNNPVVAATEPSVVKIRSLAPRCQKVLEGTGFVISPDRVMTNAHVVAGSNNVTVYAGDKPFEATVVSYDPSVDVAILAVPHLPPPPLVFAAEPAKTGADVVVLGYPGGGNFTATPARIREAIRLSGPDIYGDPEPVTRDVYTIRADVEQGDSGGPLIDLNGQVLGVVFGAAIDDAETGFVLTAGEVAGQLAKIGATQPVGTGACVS
PriA SSB inh: inhibitors of Klebsiella pneumoniae PriA binding to SSB C-terminal tail. AlphaScreen SSBct-PriA binding, biotinylated peptide. inhibition, % at 33 µM. actives 0.6% (n = 430,000). AID 1272365; in the data active means inhibition mostly above about 37%, no sharp cut-off; inactive means mostly below about 20%;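 further: plate controls were negative control peptide for no effect and reference peptide for full effect; strong numbers were not always called active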
CCHF vOTU inh: blocks the CCHF virus ovarian tumor domain protease; inhibition, % at 11.5 µM; CCHFV vOTU protease, Pep-AMC fluorescence; actives 0.55% (n = 370,000); in the data active means inhibition above about 30%; further: 0% = vehicle wells with enzyme and 100% = no enzyme wells
Y pestis TopoI: inhibitors of Yersinia pestis topoisomerase I. activity, % at 10 µM. Y. pestis Topo-I cleavage product accumulation, plate reader. actives 0.064% (n = 360,000); in the data active means activity above about 50%, passing the limit was not always enough; further: inactives centre near 2
VHR inh abs: DUSP3 (human) phosphatase inhibition; P51452; recombinant VHR phosphatase, pNPP absorbance; inhibition, % at 13.3 µM; actives 0.52% (n = 290,000); AID 1654; in the data active means inhibition above about 50%; further: some compounds called inactive have numbers as strong as hits
Target sequence (P51452 whole entry, looked up): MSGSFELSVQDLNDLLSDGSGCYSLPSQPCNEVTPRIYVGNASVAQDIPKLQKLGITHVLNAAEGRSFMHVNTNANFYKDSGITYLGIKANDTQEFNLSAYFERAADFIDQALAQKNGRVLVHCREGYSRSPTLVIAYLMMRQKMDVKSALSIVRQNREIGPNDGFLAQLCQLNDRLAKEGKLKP
PrPC surface inh: cell surface PrPC inhibition, primary TR-FRET screen | P04156 | TR-FRET read-out | inhibition, % at 13.8 µM | actives 0.43% (n = 370,000) | AID 720596; in the data active means inhibition above about 24%; further: 0% = median of the test wells and 100% = reference compound wells
SARS 3CLpro inh: SARS-CoV 3CLpro protease inhibition | P0C6X7 | recombinant SARS-CoV 3CLpro, quenched FRET peptide cleavage | inhibition, % at 6 µM | actives 0.14% (n = 290,000); in the data active means inhibition above about 12%
BH1578 lux ind: induces V. cholerae light production without autoinducers; AID 588436; actives 0.16% (n = 350,000); V. cholerae BH1578 lux reporter, luminescence, 6 h; activation, % at 18.7 µM; in the data active means activation mostly above about 9.7%, no sharp cut-off; further: not every result past the cut was called active; inactives centre near 0; reference of the scale not given here
MazF activator: increases E. coli MazEF RNase cleavage of RNA. AID 504720. actives 0.32% (n = 350,000). activation, % at 20 µM. FAM/BHQ RNA-DNA oligo cleavage fluorescence, 5 h; in the data active means activation above about 50%
Target sequence (P0AE70 whole entry, looked up): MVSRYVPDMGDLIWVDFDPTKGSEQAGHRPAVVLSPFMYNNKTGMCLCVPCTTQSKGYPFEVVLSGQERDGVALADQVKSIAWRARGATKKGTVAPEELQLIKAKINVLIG
Starred values were filed as active, the others as inactive; i = inactive; · = no result given. The list is partial. The share of hits here may be higher or lower than overall.

canonical_smiles	PriA SSB inh	BH1578 lux ind	CCHF vOTU inh	TcdB inh	VHR inh abs	Y pestis TopoI	MazF activator	PrPC surface inh	Rv3671c protease	SARS 3CLpro inh
CC(NC(=O)Cn1cccc1)c1ccccc1 (stereo not given)	-8	0.5	3	-0.3	13	-1	1	-2	3	3
COc1ccc(-c2oc3ccc(-c4cc(OC)c(OC)c(OC)c4)cc3c2-c2ccc(OC)cc2)cc1	-13	·	-9	1.6	·	·	-8	0	-1	·
Cc1ccc(CNC(=O)COC(=O)CCCOc2ccc(Cl)cc2Cl)cc1	-2	i	-2	-1.1	6	14	-4	7	-10	0
COCCNC(=S)NCCc1ccc(Cl)cc1Cl	-18	i	-1	2.9	-2	5	5	-12	-11	3
O=C(Nc1ccccc1C(=O)Nc1nnc(C(F)(F)F)s1)c1ccccc1Cl	-5	-0.3	12	3.5	13	-5	-3	12	-47	-2
CCC1C2Cc3ccc(O)cc3C1(CC)CCN2C (stereo not given)	-12	i	4	1.1	·	-1	13	-4	·	·
CCOC(=O)C1CCCN(C(=O)c2sc3nc(-c4ccccc4)cn3c2C)C1 (stereo not given)	-18	1.5	-6	-0.8	36	24	-12	4	4	-3
C/C(=N\NC(=O)c1ccco1)c1cc(Cl)sc1Cl	·	0.4	15	0.4	-2	5	1	-4	-1	0
O=C(NC(=S)Nc1ccccc1N1CCCCC1)c1ccccc1	4	-0.2	4	-0.1	18	-4	-1	-1	0	3
Cc1c([N+](=O)[O-])cc(S(=O)(=O)Nc2ccncc2)cc1[N+](=O)[O-]	-6	-0.9	12	1.8	9	2	11	-10	-4	-1
CCN(CC)C(=O)c1nn(Cc2ccccc2)c(=O)c2ccccc12	-5	1.0	7	1.0	2	6	7	-1	·	-8
COc1ccc(/C=N/n2c(N)c(S(=O)(=O)c3cccs3)c3nc4ccccc4nc32)cc1OC	·	·	-9	·	2	1	-26	-4	-13	-3
O=C(O)c1nn(-c2ccccc2)nc1-c1nn(-c2ccccc2)nc1C(=O)O	-9	i	1	·	20	-3	-4	-3	-4	2
CSc1ccccc1NC(=O)CN(Cc1ccccc1)S(C)(=O)=O	-4	-0.5	-7	·	-9	12	0	-1	-9	-3
Oc1cc(Cl)c(Cl)c(Cl)c1Cl	-8	-1.3	4	0.5	·	5	1	6	·	·
C=CCSC1=C(C#N)C(c2ccccc2OC)CC(=O)N1 (stereo not given)	-1	i	7	·	3	1	-1	-7	6	-7
COc1cc(C(C)=NNC(=O)c2ccncc2)ccc1O	-1	i	1	-3.2	·	0	3	2	·	·
Cc1ccc(OCCOC(=O)Cn2nc(C)c([N+](=O)[O-])c2C)cc1	-10	i	-1	-0.3	14	4	7	5	6	-3
COC(=O)c1c(NC(=S)Nc2ccc(F)cc2[N+](=O)[O-])sc2c1CCCCC2	12	-0.6	-9	·	13	-5	2	-3	-16	4
Cc1ccccc1N1C(=O)CC1(C#N)c1ccc(OCc2ccccc2)cc1 (stereo not given)	-22	i	13	-0.2	-3	-3	-29	2	-10	-2
O=C(Nc1cc(S(=O)(=O)N2CCOCC2)ccc1O)c1ccc(S(=O)(=O)N2CCCCC2)cc1	3	-0.9	0	0.9	·	-6	8	4	6	·
O=C(NCc1ccccc1)C1CCN(c2nc(-c3ccccc3)nc3c2CCC3)CC1	-3	0.6	0	0.5	30	47	-14	-3	-6	-7
CSc1nc(O)c(C(c2ccc(C)cc2)c2c(O)nc(SC)[nH]c2=O)c(=O)[nH]1	-12	-0.8	0	-1.0	-8	-3	5	-2	-3	-6
CCOc1ccc(C2=Nn3c(nnc3-c3ccc(OC)cc3)SC2)cc1	-12	-7.1	14	·	8	15	11	11	-21	0
COc1ccc(CCN=C2SCC(=O)N2C)cc1OC	-2	-3.6	3	0.2	25	0	4	5	-6	1
COC(=O)CC1=C(C(=O)OC)C(c2ccc3c(c2)OCO3)C(C#N)=C(N)O1 (stereo not given)	4	i	-11	-0.3	9	-1	2	5	1	3
COc1cccc(Cn2c(OCC3CCCO3)nc3c2c(=O)n(C)c(=O)n3C)c1 (stereo not given)	-8	-0.3	2	1.5	-8	4	1	0	7	-2
CCOC(=O)c1cccc(NC(=O)CN2C(=O)C3C4C=CC(C4)C3C2=O)c1 (stereo not given)	1	i	0	·	-1	-1	1	-4	-6	-4
CCSc1nnc2c(Cl)cc(Cl)cn12	-16	0.8	3	·	34	0	-17	-9	2	-1
NCCCC(=O)O	-5	6.2	-6	-0.6	1	-2	3	0	3	-7

The closing two records of the section above open the next one.
canonical_smiles	PriA SSB inh	BH1578 lux ind	CCHF vOTU inh	TcdB inh	VHR inh abs	Y pestis TopoI	MazF activator	PrPC surface inh	Rv3671c protease	SARS 3CLpro inh
CCSc1nnc2c(Cl)cc(Cl)cn12	-16	0.8	3	·	34	0	-17	-9	2	-1
NCCCC(=O)O	-5	6.2	-6	-0.6	1	-2	3	0	3	-7
COc1cc(NC(=S)NC2CC(C)(C)NC(C)(C)C2)c(OC)cc1Cl	-3	i	0	1.7	50	-7	12	1	10	4
COc1ccccc1CNC(=O)c1ccc(S(=O)(=O)N(C)C)cc1	-18	i	6	·	1	-7	-8	9	-3	-3
Cc1cc2cc(CNC(=O)NC3CCCCC3)ccc2[nH]1	53*	i	-18	·	2	-7	6	1	9	-3
CC1(C)NC(=O)N(CC(=O)Nc2cc(C(F)(F)F)cc(C(F)(F)F)c2)C1=O	7	i	-2	0.7	-9	-3	-3	1	-14	0
O=C(CSc1ccc(Cl)cc1)Nc1ccccc1Oc1ccccc1	-17	-1.4	5	·	35	21	-13	-2	-10	-1
C#CCOCCOCCOCCNc1nc(N2CCN(C(=O)CCCCCCCCCCNC(=O)Cn3cc(C[C@@H](C)O)nn3)CC2)nc(N2CCN(C(=O)CCCCCCCCCCNC(=O)[C@@H](CCSC)n3cc(CCO)nn3)CC2)n1	7	-3.0	·	·	·	2	29	·	-44	·
Cc1cc(C)n(C(=O)C(C)N2C(=O)c3ccccc3C2=O)n1 (stereo not given)	-9	i	-6	·	9	-2	-5	-2	3	3
CN1CCN(c2nc3c(c(=O)n(C)c(=O)n3C)n2Cc2ccccc2)CC1	-12	-0.2	1	0.1	22	-4	4	0	5	-1
Cc1cc(N)nc(C)c1C#N	-1	i	9	0.1	15	-12	-2	-3	6	1
CCC(Sc1nnc(-c2ccc(C)c(Cl)c2)n1CC)C(=O)Nc1nccs1 (stereo not given)	-14	-0.3	-1	·	22	4	1	7	-8	6
CCOC(=O)Cn1cc(C=O)c2ccccc21	-11	-0.3	4	·	-2	-2	-4	9	-5	7
CC(=O)c1ccc(OC2(C)CCN(Cc3ccc4ccccc4c3)C2)cc1 (stereo not given)	·	-0.4	-6	3.5	·	21	·	-10	·	·
CC1CC(C)CN(C(=O)CNC(=O)Cn2ccc3ccccc3c2=O)C1 (stereo not given)	2	-0.1	-7	0.5	-5	2	-2	1	5	1
Cc1ccc(S(=O)(=O)n2cnc3cc([N+](=O)[O-])ccc32)c(C)c1	8	-0.2	-10	1.0	-2	-5	7	-6	4	5
CC(=O)c1cccc(S(=O)(=O)N(C)C2CCN(C)CC2)c1	7	i	-1	0.1	14	3	3	1	7	-7
COc1ccc(-n2ccn(CC(=O)Nc3ccccc3OC)c(=O)c2=O)cc1	-7	-0.1	3	0.9	13	6	-14	-15	0	6
C=CCn1c(SCC(=O)c2cccs2)nc2sc(CC)cc2c1=O	-22	-6.6	-9	·	32	50	5	4	-11	2
CC(=O)c1ccc(NC(=O)c2cccc(N3C(=O)c4ccccc4C3=O)c2)cc1	-2	i	·	·	37	-6	-27	·	-1	-5
O=C(COc1ccc(Br)cc1Cl)N1CCN(c2ncccn2)CC1	-8	0.4	12	0.6	·	20	8	10	-6	·
Cc1cc(C)nc(NS(=O)(=O)c2ccc(NC(=O)c3ccc4c(c3)OCO4)cc2)n1	-12	-0.1	7	·	-3	-1	4	-1	-5	0
O=C(CCCc1ccccc1)NCCN1CCOCC1	0	-0.3	14	·	36	2	0	8	2	3
Cn1nc(CC(=O)NCc2ccc(F)cc2)c2ccccc2c1=O	-15	·	-4	0.9	36	0	2	10	3	4
Cc1ccc(NC(=O)C2CCC(CNC(=O)[C@@H]3Cc4ccccc4CN3)CC2)cc1 (stereo not given in full)	-4	i	-4	-1.3	4	16	1	1	-4	-3
CCN1C(=O)C2(C(C(=O)c3cc4ccccc4o3)=C(O)C(=O)N2CCCN2CCOCC2)c2ccccc21 (stereo not given)	-3	0.0	-7	-0.4	-4	15	-2	72*	2	0
C[C@@H]1COC(=O)[C@H](NC(=O)OCC2c3ccccc3-c3ccccc32)C/C=C\C[C@@H](CC(=O)N[C@@H](CO)Cc2ccccc2)C(=O)N1	4	-0.5	0	-1.2	·	10	2	-2	-6	·
CCNC(=S)Nc1cc(C(=O)N2CCCC2)ccc1N1CCCC1	-6	-0.6	6	-9.3	22	18	2	6	-5	4
O=C(Nc1ccc2snnc2c1)N1CCCCC1	-2	i	3	0.2	4	5	4	-1	-2	1
COc1ccc(Cl)cc1NC(=O)CCc1ccccc1	-53	i	0	·	15	5	-1	0	2	2
Cc1ccc(C2CC(c3cccs3)=NN2C(=O)CSc2nc(=O)n3cc(C)ccc3n2)cc1 (stereo not given)	-5	1.8	-2	1.4	·	18	-16	-4	-10	·
Oc1ccc2ccccc2c1C=Nc1ccc(N2CCOCC2)cc1	-1	·	13	·	4	·	-196	-18	-25	-2
CC(C)(Oc1ccc(Br)cc1Cl)C(=O)Nc1ccon1	-14	i	15	1.7	-9	10	2	-3	-12	3
Cc1cc(C)c(S(=O)(=O)N2Cc3ccccc3-n3nncc3C2)c(C)c1	·	-0.4	2	-0.6	·	36	3	11	·	·
COc1cc(C2c3cc4c(cc3CC3COC(=O)C32)OCO4)cc(OC)c1O (stereo not given)	-21	-0.8	10	-19	·	6	9	-1	·	·
N#C/C(=C(/O)c1ccc(Cl)c([N+](=O)[O-])c1)c1nc2ccccc2[nH]1	0	i	10	0.8	-1	-3	11	-4	-22	7
O=C(NCc1ccccc1)c1cnsn1	-17	-0.6	·	0.9	-22	7	-1	·	2	-5
COc1ccc(-c2cc(=O)[nH]c(N3CCN(Cc4ccccc4)CC3)n2)cc1	-12	7.7	-4	0.3	6	8	-4	-1	1	3
c1ccc(Nc2nc(N3CCNCC3)nc(N3CCOCC3)n2)cc1	13	i	8	·	-9	1	-16	-15	-1	4
O=c1[nH]c2cc([N+](=O)[O-])c([N+](=O)[O-])cc2[nH]c1=O	-6	-0.3	3	-1.6	1	-6	-9	-38	8	0
O=C(COC(=O)C1CCN(/C=C/C(=O)C(F)(F)F)CC1)Nc1ccccc1	-14	-0.3	-2	1.5	8	0	0	1	4	-5
CCCCn1c(O)c(C(C)=Nc2ccc(C(=O)O)cc2)c(=O)[nH]c1=O	-26	i	-2	·	13	5	6	3	-6	-2
CCc1oc2ccccc2c1C(=O)CCN1CCCCC1	-8	-0.2	-1	·	3	2	-5	-5	5	-3
COC(=O)c1cc(C)[nH]c2c(C)cc3nc4ccccc4c3c12	-38	-0.6	-6	0.0	36	-11	7	2	-11	-2
N#C/C(=C/c1ccc(-c2ccccc2[N+](=O)[O-])o1)C(N)=O	-7	3.7	-4	1.0	8	14	54*	0	-3	-4
c1ccc(CCCN2CCN(c3ccccn3)CC2)cc1	-22	-0.3	-10	1.0	-7	-1	6	-3	·	1
OCC[C@@H]1C[C@@H](O)[C@H](O)[C@@]2(Cc3ccccc3CO2)O1	-6	i	0	0.3	21	-2	0	4	-4	3
COc1ccc(/C=N/NC(=O)CSc2nnc(C)n2-c2ccccc2)c(OC)c1OC	·	-3.6	5	·	26	2	0	4	-3	0
COc1ccc(C=C2CCC3C(CCCC34OCCO4)C2=O)cc1 (stereo not given)	·	-10	-1	-1.6	·	34	1	-5	·	·
